Screening data as filed in PubChem BioAssay.
TROY signal inh – TROY signaling inhibition | Q293 LMP1-TROYcd NF-kB luciferase reporter, 4 h | inhibition, % at 10 µM | 360,000 compounds, 0.98% hits;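 active = compounds whose plate-normalised and pattern-corrected inhibition of the luciferase reporter signal at the single screening dose is 50% or more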
Exocytosis inh – lytic granule exocytosis inhibition | TALL-104 LAMP-1 surface exposure, flow cytometry; cells stimulated with thapsigargin and PMA | inhibition, % at 10 µM | 360,000 compounds, 0.66% hits | AID 651702;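 active = inhibition above about 55%, limit read from the data; inconclusive = no clear call, values can overlap the other calls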
TLR9-MyD88 block – blocks human TLR9 binding to MyD88; Q9NR96+Q99836; AID 504734; 340,000 compounds, 0.21% hits; inhibition, % at 4.98 µM; CHO BLA complementation TLR9-MyD88, CCF4 FRET ratio;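 active = inhibition above the mean over all tested compounds plus 3 SD, cut at about 21% in these data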;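 note: 0% = DMSO only wells and 100% = clavulanate BLA inhibitor control wells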
NCOA1 inh – inhibits human SRC1 coactivator. HEK293 GAL4-SRC1 luciferase reporter, luminescence. inhibition, % at 3.6 µM. 360,000 compounds, 0.12% hits. AID 588354;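 active = inhibition above the campaign mean plus 3 SD, with each screening campaign given its own cutoff, cut at about 60% in these data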;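 note: 0% = DMSO treated cells and 100% = gossypol at 36 µM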
TWEAK Fn14 block – inhibitors of TWEAK-Fn14 interaction signaling | TWEAK-stimulated Fn14 reporter cells, luciferase luminescence, 8 h | inhibition, % at 10 µM | 360,000 compounds, 2% hits | AID 1159606; in the data active = inhibition above about 50%
NOD2 RIPK2 PPI – inhibitors of human NOD2-RIPK2 interaction; O43353; CHO BLA complementation NOD2-RIPK2, CCF4 ratio; inhibition, % at 4.98 µM; 360,000 compounds, 0.38% hits; AID 624267; in the data active = inhibition above about 21%;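 note: 0% = vehicle only and 100% = reference blocker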
NCOA3 inh – human NCOA3 inhibition. inhibition, % at 3.6 µM. 360,000 compounds, 0.17% hits. HEK293 GAL4-SRC3 luciferase reporter, luminescence;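 active = inhibition above a per-campaign cutoff, the mean of all compounds plus 3 SD, cut at about 60% in these data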;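 note: 0% = DMSO-treated cells and 100% = gossypol-treated cells at 36 µM; higher means less SRC3-driven luciferase light from the GAL4 reporter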
LRH-1 inv ag – inverse agonists of human LRH-1 (NR5A2); O00482; HEK293T StAR-luciferase reporter, LRH-1 transfected, 24 h; inhibition, % at 3.6 µM; 360,000 compounds, 0.13% hits; AID 602396;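 active = inhibition above the mean inhibition of all tested compounds plus 3 SD, cut at about 73% in these data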;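 note: 0% = DMSO wells and 100% = reporter-only cells lacking LRH-1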
COUP-TFII inh – inhibitors of human COUP-TFII (NR2F2) | P24468 | HEK293T NGFI-A luciferase reporter, luminescence | inhibition, % at 8.6 µM | 370,000 compounds, 0.7% hits | AID 686940;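 active = inhibition above a per-plate cutoff, mean inhibition of test wells between control levels plus 3 SD, cut at about 38% in these data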;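 note: cells cotransfected with COUP-TFII expression vector driving the NGFI-A reporter; 0% = median of COUP-TF2 test wells and 100% = reporter-only cells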
ABHD5 PLIN5 PPI – inhibitors of human ABHD5-perilipin-5 interaction; Q00G26+Q8WTS1; Split G. princeps luciferase complementation, luminescence, 4 h; inhibition, % at 4 µM; 360,000 compounds, 0.78% hits;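 active = inhibition above the mean inhibition across every tested compound plus 3 SD, cut at about 22% in these data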;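 note: 0% = DMSO only wells and the 100% control is not disclosed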
Target sequence (Q00G26 whole entry, looked up): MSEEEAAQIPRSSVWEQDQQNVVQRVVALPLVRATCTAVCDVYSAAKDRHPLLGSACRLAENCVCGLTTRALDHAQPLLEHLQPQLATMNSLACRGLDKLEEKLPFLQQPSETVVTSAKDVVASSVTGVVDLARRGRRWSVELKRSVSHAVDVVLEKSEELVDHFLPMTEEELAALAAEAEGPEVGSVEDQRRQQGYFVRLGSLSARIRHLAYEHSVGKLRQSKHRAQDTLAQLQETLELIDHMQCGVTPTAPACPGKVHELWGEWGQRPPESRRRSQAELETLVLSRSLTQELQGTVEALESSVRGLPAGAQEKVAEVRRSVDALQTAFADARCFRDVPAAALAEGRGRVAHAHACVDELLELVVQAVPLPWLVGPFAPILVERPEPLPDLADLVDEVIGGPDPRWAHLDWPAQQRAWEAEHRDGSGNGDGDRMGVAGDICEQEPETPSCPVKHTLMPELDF
Target sequence (Q8WTS1 whole entry, looked up): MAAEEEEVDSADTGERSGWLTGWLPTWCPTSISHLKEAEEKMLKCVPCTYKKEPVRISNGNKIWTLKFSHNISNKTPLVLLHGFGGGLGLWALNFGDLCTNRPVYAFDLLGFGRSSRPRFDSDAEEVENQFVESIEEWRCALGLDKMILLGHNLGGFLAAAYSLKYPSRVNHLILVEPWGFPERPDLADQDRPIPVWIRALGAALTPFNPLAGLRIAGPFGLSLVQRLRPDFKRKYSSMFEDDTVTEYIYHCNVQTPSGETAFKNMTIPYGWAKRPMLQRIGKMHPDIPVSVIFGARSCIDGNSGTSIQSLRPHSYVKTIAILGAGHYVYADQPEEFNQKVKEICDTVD
NCOA2 inhibitor – human SRC2 (NCOA2) inhibition; HEK293 GAL4-SRC2 luciferase reporter, luminescence; inhibition, % at 9 µM; AID 651957; 370,000 compounds, 0.17% hits; Q15596;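 active = inhibition above the mean inhibition of all tested compounds plus 3 SD, set per campaign, cut at about 52% in these data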;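 note: 0% = DMSO treated cells and 100% = cells given Gossypol at 36 µM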
The depositor's hits bear a star; ? = inconclusive; . = not tested or not shown. These rows are one share of the data; the hit share may differ from the screen's.

SMILES | TROY signal inh | Exocytosis inh | TLR9-MyD88 block | NCOA1 inh | TWEAK Fn14 block | NOD2 RIPK2 PPI | NCOA3 inh | LRH-1 inv ag | COUP-TFII inh | ABHD5 PLIN5 PPI | NCOA2 inhibitor
C[C@H](CO)N1C[C@H](C)[C@@H](CN(C)Cc2ccc(Cl)c(Cl)c2)Oc2c(NS(=O)(=O)c3cccs3)cccc2C1=O | 3 | -4 | -6 | 12 | -13 | 0 | 5 | 10 | -1 | 8 | 9
COc1cc(/C=C2\CCC(C3CCCC3)C2=O)cc(OC)c1OC (stereo not given) | -55 | 0 | -2 | 1 | -81 | 11 | -8 | 18 | -1 | -1 | -8
Cc1ccc(NS(=O)(=O)c2cccc(C(=O)NCC(c3cccs3)N(C)C)c2)cc1 (stereo not given) | 1 | 19 | 4 | 3 | 12 | 2 | 13 | 2 | -30 | -2 | 17
CCOc1ccccc1NC(=O)C(Sc1nnnn1C)c1ccccc1 (stereo not given) | 3 | 12 | 1 | 4 | -9 | -3 | 6 | 2 | -2 | -5 | -1
CN(Cc1cccc(F)c1)C(=O)Cc1ccc(S(=O)(=O)N2CCOCC2)s1 | 6 | -4 | -3 | -19 | -10 | -4 | 7 | 20 | 11 | 4 | 2
Cn1ncc([N+](=O)[O-])c1C(=O)Nc1ccc2c(c1)OCCO2 | 59* | -1 | 2 | 11 | 82* | -2 | 19 | 17 | 3 | 6 | 6
CCN(CC(=O)Nc1ccc(NC(C)=O)cc1)C(=O)/C=C/c1cccs1 | -3 | 1 | -4 | -25 | 0 | -3 | 2 | 0 | 15 | -1 | -15
CSC1=C(C#N)C(c2ccc(C)s2)CC(=O)N1 (stereo not given) | -1 | 0 | 7 | -8 | 8 | -4 | 1 | -15 | -3 | 0 | -15
N#Cc1cnc2nc(SCc3ccccc3)nn2c1 | -29 | -7 | 6 | -95 | -19 | -4 | -62 | -95 | -45 | 8 | -57
Cc1cc(C(=O)COC(=O)Cc2ccc(Cl)cc2)c(C)n1C | 1 | 12 | -4 | 17 | -2 | -4 | -2 | 8 | -3 | 2 | -30
CSc1ccccc1C(=O)C1CCCN(C(=O)c2csnn2)C1 (stereo not given) | -21 | 4 | 1 | -11 | -9 | -1 | 7 | -19 | -17 | 1 | 11
Cc1nonc1NC(=O)CSc1nc(C2CCCCC2)nc2ccccc12 | 16 | -2 | -11 | -1 | 47 | 8 | 18 | 6 | -1 | -12 | 21
CC(=O)NCC1CCCN(C(=O)c2ccc(OC3CCN(Cc4ccccn4)CC3)cc2)C1 (stereo not given) | -5 | -1 | -5 | 3 | 8 | -3 | 16 | -13 | -12 | -12 | -14
O=C1N[C@@H](Cc2ccccc2)COC(=O)[C@@H](Cc2ccc(F)cc2)C/C=C\C[C@@H]1CC(=O)N(CCO)Cc1ccccc1 | 17 | 21 | 2 | 8 | 4 | -8 | 8 | 2 | 32 | 19 | 1
CCCCNC(=O)c1onc(CSc2cccc(OC)c2)c1C(=O)O | -7 | 0 | -4 | -9 | 8 | -7 | -16 | 9 | 7 | 5 | -31
NC(Cc1ccc(Cl)cc1)c1csc(NC(=O)NCCc2ccccc2)n1 (stereo not given) | 2 | 5 | . | 15 | 1 | 0 | -13 | -14 | -9 | 5 | 3
Cc1nn(CC(=O)NCCCN2CC(C)CC(C)C2)c(=O)c2cccn12 (stereo not given) | 12 | ? | -3 | 18 | 6 | -1 | -5 | -8 | -20 | -7 | -32
CCn1cc2c(c1-c1cccc(C)c1)c(=O)n(C)c(=O)n2C | 22 | 3 | 0 | 11 | 17 | 2 | -20 | 20 | 17 | 6 | 20
CC1CSc2n(-c3cccc(C(F)(F)F)c3)cc(-c3ccccc3)[n+]21 (stereo not given) | 5 | 20 | 1 | 4 | -11 | 3 | 29 | -9 | 4 | -12 | 14
CCCCCc1cc(=O)oc2c(C(CCN3CCCCC3)c3ccc4c(c3)OCO4)c(OC)cc(OC)c12 (stereo not given) | 12 | 0 | 0 | -20 | -21 | 16 | -7 | 7 | 12 | 13 | -28
Cc1c(C(=O)Nc2cccc3cccnc23)oc2ccccc12 | -48 | 0 | 0 | -16 | -41 | 4 | -4 | 5 | -5 | 1 | -41
COc1ccc(S(=O)(=O)NCC(c2ccc3c(c2)OCO3)N2CCN(C)CC2)cc1OC (stereo not given) | -14 | -3 | 11 | -1 | -13 | 2 | 8 | 15 | 7 | 4 | 12
Cc1ccc(OCc2nc3ccccc3[nH]2)cc1 | -40 | 5 | 1 | -97 | 7 | -6 | -91 | -108 | -54 | 4 | -56
O=C(COc1ccc2c3c(c(=O)oc2c1)CCCC3)N1C[C@H]2C[C@@H](C1)c1cccc(=O)n1C2 | 2 | -4 | -5 | -9 | -2 | 2 | -3 | 32 | -5 | 3 | -14
CCOC(=O)N1CCN(C(=O)CS(=O)(=O)c2cn(Cc3cccc(F)c3)c3ccccc23)CC1 | 25 | -1 | -6 | -1 | 0 | -6 | 1 | -11 | 2 | -2 | 19
CCOC(=O)N1CCN(CC(c2ccccc2)c2ccccc2)CC1 | 2 | -2 | -8 | 4 | 6 | -5 | -2 | 4 | 1 | 1 | 8
C[C@H](CO)N1C[C@H](C)[C@@H](CN(C)C(=O)NC2CCCCC2)Oc2ccc(NS(=O)(=O)c3cccs3)cc2C1=O | -8 | -2 | -12 | -6 | -9 | -3 | -6 | -15 | 11 | -14 | -14
CCOCCCNCC(=O)Nc1ccccc1N1CCOCC1 | 16 | 3 | -1 | -24 | -9 | -7 | 1 | 25 | 2 | -2 | -2
O=C(NC(Cc1ccccc1)c1nc2ccccc2[nH]1)C1CC(=O)N(c2ccc3c(c2)OCCO3)C1 (stereo not given) | -10 | 0 | -6 | 1 | 32 | 8 | 16 | 0 | 2 | -2 | 2
O=C(NC(=O)N1CCN(C(c2ccccc2)c2ccccc2)CC1)c1ccccc1 | 11 | 0 | -1 | 11 | 23 | 5 | 18 | 13 | -5 | -2 | 14
CC(C)CNC(=O)c1cccc2c(-c3ccc(F)c(F)c3)coc12 | -32 | 3 | . | -15 | 18 | 5 | -10 | -8 | 14 | -2 | 2
Cc1ccc(CNc2nc(-c3cccs3)nc3ccccc23)cc1 | 22 | 7 | 4 | 25 | 0 | 4 | 18 | 11 | 13 | 0 | -6
CCCCC(=O)NS(=O)(=O)c1ccc(N=NN2CCCCC2)cc1 | -31 | -1 | -9 | 5 | -11 | -6 | 9 | 0 | 6 | 0 | 20
NNC(=S)NC1CCS(=O)(=O)C1 (stereo not given) | -21 | -3 | . | 13 | 0 | -9 | 7 | 11 | 21 | 2 | 8
Nc1ncnc(Nc2c(F)cccc2F)n1 | 0 | -2 | 3 | -13 | -5 | 8 | -1 | 0 | -4 | 7 | -9
Cc1cccc(NC(=O)c2cccs2)n1 | -36 | -10 | -2 | -84 | -25 | -1 | -52 | -67 | -24 | -2 | -50
CC(=O)Nc1ccc(S(=O)(=O)Nc2ccc3c(c2)OCCO3)cc1Cl | 22 | 6 | . | -3 | 24 | -18 | -1 | 12 | 11 | -3 | 23
COc1cccc(C(=O)N/N=C/c2cn[nH]c2-c2ccc(OC)cc2OC)c1 | -24 | -1 | -4 | -24 | 6 | -5 | -6 | -12 | 1 | 6 | -11
CC(Oc1ccccc1F)C(=O)/C=C/N(C)C (stereo not given) | 4 | -1 | -3 | 0 | -16 | -4 | 10 | 15 | . | -3 | .
COc1ccc(CNC(=O)COC(=O)c2ccccc2C(=O)c2ccccc2)cc1 | -13 | 1 | 8 | 3 | 3 | -10 | 4 | 16 | -13 | -4 | 15
COc1ccccc1N=NNc1ccccc1OC | -48 | 0 | 8 | -52 | -33 | 2 | -56 | -10 | -16 | 7 | -50
Cc1nc2[nH]c(=O)c3c(n2n1)NC1=C(C(=O)CC(C)(C)C1)C3c1ccc(F)cc1 (stereo not given) | -8 | -2 | -1 | -13 | 1 | 7 | -3 | -5 | -8 | 1 | 2
Cc1cccc(Cc2nnc(CCC(=O)NCc3ccncc3C)o2)c1 | -7 | 0 | -1 | 3 | 0 | 8 | 16 | 14 | -4 | -1 | -7
c1ccc(-n2c(Cc3cn4ccsc4n3)nnc2N2CCOCC2)cc1 | -12 | 1 | -2 | -7 | 14 | -3 | 2 | -2 | 6 | 4 | 15
O=C(CNS(=O)(=O)c1ccc(Br)s1)Nc1ccc2c(c1)OCCO2 | -3 | 0 | 1 | -15 | 39 | -3 | -4 | 11 | -25 | 1 | -19
O=C(Nc1ccccc1)N1CCc2scc[n+]2-c2ccccc21 | -41 | 1 | 2 | -4 | -15 | -2 | -10 | 1 | -12 | -4 | -8
CC(C)CSc1nc2ccccc2c(=O)[nH]1 | -36 | 0 | -2 | -1 | 15 | -4 | 9 | -9 | -6 | -4 | -38
Cn1cccc1C(=O)/C(C#N)=C/c1ccc(F)cc1 | 46 | -21 | -3 | -8 | 25 | 8 | 1 | -17 | -9 | -7 | 11
COc1ccc(C(=O)NCC(=O)OCC(=O)NCc2ccc3c(c2)OCO3)cc1 | 4 | 0 | 1 | -4 | -6 | -7 | -1 | 12 | -6 | -3 | 13
CCCc1nc2c(sc3nc4c(cc32)COC(C)(C)C4)c(=O)n1Cc1ccco1 | 35 | 1 | 2 | -7 | 35 | -8 | -26 | 11 | 12 | 17 | 1
CC(=O)c1ccc(NC(=O)c2cc(=O)[nH]c3ccccc23)cc1 | 8 | -3 | -2 | -37 | -20 | -9 | -24 | -2 | 6 | 0 | -2
COc1ccc(-c2onc(C)c2-c2cnn(-c3ccccc3)c2)c(O)c1 | 40 | 1 | -8 | -17 | -7 | 0 | 8 | 15 | -4 | 1 | -53
Cc1cccc(NC(=O)c2cccc3c2C(=O)c2ccccc2-3)c1 | -10 | 0 | 3 | -9 | -6 | -3 | -5 | -8 | 1 | 1 | -1
Cc1ccc(C)c(OCCOCCN2CC(C)OC(C)C2)c1C (stereo not given) | -2 | -3 | 7 | 4 | -14 | -8 | 5 | -8 | 7 | 3 | 0
CCCN(CCC)C(=O)CSc1nc2c(sc(=S)n2-c2ccc(OCC)cc2)c(=O)[nH]1 | 16 | 0 | -7 | 9 | -15 | -7 | -10 | -8 | 6 | -2 | 1
CC(C)CC(=O)Nc1ccccc1N1CCN(c2ccc(F)cc2)CC1 | -2 | 0 | 1 | 12 | 6 | -9 | -7 | 11 | -8 | -6 | 15
CCOC(=O)c1ccccc1NC(=O)COC(=O)C1CCCC1 | -5 | 11 | 1 | 0 | -10 | -4 | -1 | -15 | 6 | 13 | -2
CCOc1ccc(-c2c(=O)n(OCc3nc4ccccc4[nH]3)c3ccccc3[n+]2[O-])cc1 | 1 | 3 | -7 | -61 | -6 | -5 | -34 | -40 | -12 | 4 | -19
CC1=Nc2ccccc2/C1=C\c1nc(-c2ccc(C(F)(F)F)cc2)oc1O | 11 | 8 | 4 | -16 | 5 | -5 | 7 | 21 | 1 | 2 | 16
